Source: PubChem BioAssay
DNA FID counter – counter-screen for HCV NS3 helicase inhibitors: DNA intercalator displacement | hit rate 0.17% among 290,000 | DNA fluorescent intercalator displacement, fluorescence | AID 1845 | inhibition, % at 7.9 µM; in the data active = inhibition above about 37%;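 note: 0% = vehicle and 100% = reference compound; higher means more ethidium bromide displaced from hairpin DNA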
MEKK3 PB1 HTS – modulators (inhibitors or enhancers) of MEK5 binding to human MEKK3 PB1 domain; hit rate 1.4% among 290,000; bead-based flow cytometry, Alexa488-MEK5 binding to MEKK3; actives lie on both sides; 0 = blocked by unlabeled MEK5, 100 = vehicle; binding response (% of control), % at 10 µM; Q99759;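 active = binding response more than 3 SD above or below the average of its plate-row segment, actives on both sides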;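 note: Alexa488 bead fluorescence after subtracting the streptavidin-only scavenger bead signal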
Target sequence (Q99759 whole entry, looked up, the tested form may be a part): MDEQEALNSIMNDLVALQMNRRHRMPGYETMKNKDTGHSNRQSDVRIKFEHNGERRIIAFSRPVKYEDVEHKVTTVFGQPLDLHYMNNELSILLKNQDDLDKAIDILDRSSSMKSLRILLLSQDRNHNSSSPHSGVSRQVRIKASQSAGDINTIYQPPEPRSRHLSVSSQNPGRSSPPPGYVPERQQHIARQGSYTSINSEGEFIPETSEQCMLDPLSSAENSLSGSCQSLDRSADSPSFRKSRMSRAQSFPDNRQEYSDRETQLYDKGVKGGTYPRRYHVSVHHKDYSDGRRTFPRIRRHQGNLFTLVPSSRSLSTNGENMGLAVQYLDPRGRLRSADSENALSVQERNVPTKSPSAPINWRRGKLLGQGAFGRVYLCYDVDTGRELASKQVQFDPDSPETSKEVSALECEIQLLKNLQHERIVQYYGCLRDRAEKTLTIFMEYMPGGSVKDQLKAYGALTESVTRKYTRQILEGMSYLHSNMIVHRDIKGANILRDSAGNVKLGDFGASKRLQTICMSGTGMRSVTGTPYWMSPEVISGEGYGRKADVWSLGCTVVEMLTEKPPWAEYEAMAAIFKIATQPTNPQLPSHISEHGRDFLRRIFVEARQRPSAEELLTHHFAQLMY
GalR3 antag – human GalR3 antagonism; O60755; HEK293 GalR3-CNG cAMP membrane potential fluorescence; galR3 body fused to GalR1 C-terminus; inhibition, % at 3 µM; hit rate 0.44% among 360,000; AID 651719;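 active = inhibition above the screen-wide average plus 3 SD, cut at about 13% in these data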;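 note: forskolin and galanin both at EC90 stimulate the cells; cAMP rise reported by CNG channel membrane potential dye signal; 0% = forskolin plus galanin with DMSO and 100% = forskolin alone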
Target sequence (O60755 1-299 limits assumed): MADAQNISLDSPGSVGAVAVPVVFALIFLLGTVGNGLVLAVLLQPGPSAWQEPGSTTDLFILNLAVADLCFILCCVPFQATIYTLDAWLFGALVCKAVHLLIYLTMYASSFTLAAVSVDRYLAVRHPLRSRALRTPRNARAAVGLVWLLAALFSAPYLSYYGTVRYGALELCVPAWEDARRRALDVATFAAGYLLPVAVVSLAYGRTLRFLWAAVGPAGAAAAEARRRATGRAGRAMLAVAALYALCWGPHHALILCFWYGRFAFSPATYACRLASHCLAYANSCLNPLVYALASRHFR
CRFBP-R2 agonist – agonists of human CRF-binding protein/CRF-R2 receptor complex; HEK293 CRF-R2/CRF-BP, calcium dye fluorescence (FLIPR); percent of saturating CRF peptide response; activation, % at 13.2 µM; hit rate 0.46% among 350,000; AID 588473;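 active = activation of at least 50%, plus an integration ratio under a set limit after plate pattern correction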;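 note: plate controls were neutral control wells without compound for no effect and CRF at EC100 for full effect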
CRFR2-BP antag – CRF-BP/CRF-R2 complex antagonism; inhibition, % at 11.8 µM; hit rate 0.59% among 350,000; HEK293 CRF-R2/CRF-BP, CRF-induced calcium fluorescence;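 active = inhibition of the ligand-induced calcium signal above about 50% at the single tested concentration, limit read from the data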
NS3 helicase inh – blocks Hepatitis C virus NS3 helicase unwinding. hit rate 0.56% among 290,000. inhibition, % at 10.9 µM. NS3 helicase DNA unwinding, Cy5 molecular beacon fluorescence;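 active = inhibition above the mean of all tested compounds plus 3 SD, set per campaign, cut at about 35% in these data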;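 note: 0% = DMSO wells and 100% = thioflavine S control wells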
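Compound dosing – single dose, 10.9 µM nominal final, DMSO 0.8% final · System – NS3 helicase fragment of HCV · Buffer or medium – MOPS pH 6.5, MgCl2, DTT, Tween20, BSA · Signal – Cy5 beacon fluorescence read at start and 1 h · Also added – annealed dual-labelled DNA beacon duplex, ATP-started · Schedule – 1 h at 25 °C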
UBC9 SUMO inh – SUMOylation inhibition | P63279 | inhibition, % at 35 µM | HTRF SUMOylation assay, SAE1/SAE2 + UBC9, in vitro | AID 2006 | hit rate 0.36% among 290,000; in the data active = inhibition above about 50%, passing the limit was not always enough; note: strong numbers were not always called active
Target sequence (P63279 whole entry, looked up): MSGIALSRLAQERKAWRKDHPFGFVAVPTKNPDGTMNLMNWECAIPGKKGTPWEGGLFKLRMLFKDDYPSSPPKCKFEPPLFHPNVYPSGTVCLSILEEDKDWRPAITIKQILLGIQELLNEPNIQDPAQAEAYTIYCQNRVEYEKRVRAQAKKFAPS
MEKK2 mut-MEK5 – signal of MEK5 binding to mutant human MEKK2 PB1 domain; bead flow cytometry, Alexa488-MEK5 binding to MEKK2 mutant; percent response, % at 10 µM; hit rate 0.35% among 290,000; AID 1530; in the data active = percent response above about 24%, passing the limit was not always enough; note: inactives centre near 1; some results filed as inactive read as strong as hits
MEKK2 WT-MEK5 – raises or lowers MEK5 binding to wildtype human MEKK2 PB1 domain. Q9Y2U5. bead flow cytometry, Alexa488-MEK5 binding to MEKK2 WT; actives lie on both sides. binding response (% of control), % at 10 µM. hit rate 1.1% among 290,000. AID 1531; in the data active = binding response below about 67% or above about 130%
* marks the source's active call; other numbers are inactive results; nt = not tested or not shown; & = joins results of further samples. An excerpt. The share of hits here may be higher or lower than overall.

A first look (twelve entries):
SMILES | DNA FID counter | MEKK3 PB1 HTS | GalR3 antag | CRFBP-R2 agonist | CRFR2-BP antag | NS3 helicase inh | UBC9 SUMO inh | MEKK2 mut-MEK5 | MEKK2 WT-MEK5
CCc1ccc(NS(=O)(=O)c2ccc3c(c2)CCN3C(=O)CCC(=O)O)cc1 | -36 | 102 | -4 | -4.0 | 11 | 8 | 4 | 5 | 108
COc1ccccc1N1CCN(C2CCCN(S(=O)(=O)c3cccc(Cl)c3)C2)CC1 (stereo unspecified) | -8 | 102 | -7 | 0.0 | 9 | -9 | 4 | 0 | 103
O=C(NN1C(=O)c2ccc3c4c(ccc(c24)C1=O)CC3)c1ccc(Br)cc1 | 3 | 90 | -1 | -1.1 | 23 | -3 | -6 | -3 | 95
CCOC(=O)CC(NC(=O)Cc1ccc(F)cc1)c1ccccc1Cl (stereo unspecified) | -11 | 101 | 0 | -2.9 | 30 | 4 | -15 | -3 | 101
Nn1c(COc2cccc(Br)c2)nnc1SCC(=O)N1CCc2ccccc2C1 | -33 | 94 | -8 | -0.3 | 6 | -11 | 6 | -2 | 97
Cc1cc(=O)n2[nH]c(-c3ccc(C(C)(C)C)cc3)cc2n1 | -17&-7 | 105&95 | -5 | -1.1 | -30 | -2&4 | 1&17 | 0&-9 | 100&90
C=CCC1NS(=O)(=O)OCC1NC(=O)OCC(Cl)(Cl)Cl (stereo unspecified) | -5 | 100 | -6 | -1.3 | 4 | 3 | 0 | -3 | 98
COc1ccc(-c2noc3c2-c2nc(C4CCCCC4)sc2CC3)cc1 | -11 | 99 | -7 | 3.1 | -1 | 29 | -9 | -10 | 99
Cc1cc(C)n(-c2ccc(C(=O)OCC(=O)NC(c3ccccc3)c3ccccc3)cc2)n1 | -10 | 109 | -7 | 1.2 | -2 | 6 | 4 | 4 | 105
Cc1ccc(SCC(=O)c2c(C)nc3ccccn23)cc1 | -10 | 110 | -2 | -0.1 | -6 | -4 | -4 | 1 | 104
O=C(CCC(=O)Nc1ccccc1Cl)NN=C1CCCC1 | -17 | 94 | -2 | 0.5 | 4 | 3 | -1 | -3 | 99
CC(=O)N1NC(=Nc2ccccc2)SC1(C)C | 9 | 104 | -3 | -0.5 | -3 | -1 | 2 | -5 | 98

The listing, previewed entries included:
SMILES | DNA FID counter | MEKK3 PB1 HTS | GalR3 antag | CRFBP-R2 agonist | CRFR2-BP antag | NS3 helicase inh | UBC9 SUMO inh | MEKK2 mut-MEK5 | MEKK2 WT-MEK5
CCc1ccc(NS(=O)(=O)c2ccc3c(c2)CCN3C(=O)CCC(=O)O)cc1 | -36 | 102 | -4 | -4.0 | 11 | 8 | 4 | 5 | 108
COc1ccccc1N1CCN(C2CCCN(S(=O)(=O)c3cccc(Cl)c3)C2)CC1 (stereo unspecified) | -8 | 102 | -7 | 0.0 | 9 | -9 | 4 | 0 | 103
O=C(NN1C(=O)c2ccc3c4c(ccc(c24)C1=O)CC3)c1ccc(Br)cc1 | 3 | 90 | -1 | -1.1 | 23 | -3 | -6 | -3 | 95
CCOC(=O)CC(NC(=O)Cc1ccc(F)cc1)c1ccccc1Cl (stereo unspecified) | -11 | 101 | 0 | -2.9 | 30 | 4 | -15 | -3 | 101
Nn1c(COc2cccc(Br)c2)nnc1SCC(=O)N1CCc2ccccc2C1 | -33 | 94 | -8 | -0.3 | 6 | -11 | 6 | -2 | 97
Cc1cc(=O)n2[nH]c(-c3ccc(C(C)(C)C)cc3)cc2n1 | -17&-7 | 105&95 | -5 | -1.1 | -30 | -2&4 | 1&17 | 0&-9 | 100&90
C=CCC1NS(=O)(=O)OCC1NC(=O)OCC(Cl)(Cl)Cl (stereo unspecified) | -5 | 100 | -6 | -1.3 | 4 | 3 | 0 | -3 | 98
COc1ccc(-c2noc3c2-c2nc(C4CCCCC4)sc2CC3)cc1 | -11 | 99 | -7 | 3.1 | -1 | 29 | -9 | -10 | 99
Cc1cc(C)n(-c2ccc(C(=O)OCC(=O)NC(c3ccccc3)c3ccccc3)cc2)n1 | -10 | 109 | -7 | 1.2 | -2 | 6 | 4 | 4 | 105
Cc1ccc(SCC(=O)c2c(C)nc3ccccn23)cc1 | -10 | 110 | -2 | -0.1 | -6 | -4 | -4 | 1 | 104
O=C(CCC(=O)Nc1ccccc1Cl)NN=C1CCCC1 | -17 | 94 | -2 | 0.5 | 4 | 3 | -1 | -3 | 99
CC(=O)N1NC(=Nc2ccccc2)SC1(C)C | 9 | 104 | -3 | -0.5 | -3 | -1 | 2 | -5 | 98
NNC(=O)c1oc2ccccc2c1-n1cccc1 | -8 | 143* | 4 | -6.1 | -6 | 0 | 10 | 4 | 121
CCOC(=O)c1c(C)[nH]c(C(=O)COC(=O)c2ccc(O)cc2O)c1C | -5 | 97 | -7 | 0.4 | 2 | 14 | 0 | -5 | 96
OCCNCCNCc1ccccc1OCc1ccccc1 | 19 | 115 | -7 | 0.1 | -9 | -7 | 12 | 0 | 111
Cn1ncc2c(Nc3ccc(-c4ccccc4)cc3)ncnc21 | -11 | 102 | -5 | -0.8 | -35 | -6 | 11 | -2 | 101
Cc1ccc(-c2csc(N3CCN(c4cc5c(cc4Cl)nc(-c4ccncc4)n5CCOCCO)CC3)n2)cc1 | -30 | 100 | nt | -1.5 | -1 | -22 | 5 | -5 | 96
COc1ccc(NC(=O)CS(=O)(=O)c2ccc(C)cc2)c(OC)c1 | -5 | 100 | -3 | -1.6 | 7 | -4 | 4 | 0 | 103
O=C(O)c1ccccc1C(=O)Nc1ccc(S(=O)(=O)N2CCCC2)cc1 | -3 | 98 | 3 | -0.8 | -5 | 7 | 6 | 4 | 99
CC1CCN(c2ccc(C(=O)OCC(=O)NCCN3C(=O)CSC3=O)cc2[N+](=O)[O-])CC1 | -14 | 104 | 1 | -1.2 | -6 | 6 | 2 | -7 | 96
CC(C)OC(=O)c1nnn(-c2nonc2N)c1CN1CCc2ccccc2C1 | -32 | 108 | -6 | 3.0 | 9 | 14 | 16 | 2 | 103
CC1CCCN(c2oc(-c3cccc4ccccc34)nc2C#N)C1 (stereo unspecified) | 2 | 102 | -5 | 0.1 | -5 | 6 | 22 | 4 | 109
COc1ccc(-c2nnn(CC(=O)N(c3cccc(O)c3)C(C)C(=O)NC3CCCC3)n2)cc1OC (stereo unspecified) | -26 | 103 | -2 | 0.8 | -2 | -3 | -14 | 4 | 102
Cn1cc(S(=O)(=O)N2CCOCC2)cc1C(=O)NCc1ccccc1Cl | -17 | 101 | nt | -2.1 | -14 | 2 | 0 | 3 | 92
CN(C)S(=O)(=O)c1cc(C(=O)OCCn2cnc3c2c(=O)n(C)c(=O)n3C)ccc1Cl | -18 | 101 | -3 | 0.1 | 0 | -13 | -2 | 1 | 100

Later entries:
SMILES | DNA FID counter | MEKK3 PB1 HTS | GalR3 antag | CRFBP-R2 agonist | CRFR2-BP antag | NS3 helicase inh | UBC9 SUMO inh | MEKK2 mut-MEK5 | MEKK2 WT-MEK5
N/C(=N\OC(=O)c1ccccc1[N+](=O)[O-])c1cccnc1 | 1 | 102 | 1 | -0.9 | -19 | 4 | -10 | 12 | 102
COc1cccc(-c2nc(SC)nc3sc(C(=O)NC(C)(C)C)c(N)c23)c1 | nt | 98 | -5 | 4.5 | 14 | nt | nt | -1 | 89
CNC(=O)c1nc(C)n(-c2cc(Cl)ccc2Cl)n1 | -1 | 100 | -3 | 3.5 | -5 | -1 | 4 | -2 | 98
Cc1ccc(NC(=O)c2cc(=O)c3ccccc3o2)cc1S(=O)(=O)N1CCCCC1 | -2 | 102 | -5 | 0.0 | -18 | 8 | -26 | -1 | 100
CCOc1ccccc1/C=N/NC(=O)Cc1csc(Nc2cccc(C(F)(F)F)c2)n1 | -14 | 102 | -3 | -1.1 | 7 | -1 | 7 | -2 | 96
O=C(COc1ccccc1)Nc1ccccc1Cl | -1 | 94 | -4 | -1.2 | -7 | -10 | 2 | -9 | 95
CC1=C(C(=O)OCc2ccccc2)C(c2ccco2)n2ncnc2N1 (stereo unspecified) | -12 | 90 | 6 | -1.8 | 15 | -5 | 11 | -2 | 93
CCCOc1ccc(N2C(=O)CC(N3CCN(c4ccccc4F)CC3)C2=O)cc1 (stereo unspecified) | -13 | 100 | -4 | -2.3 | -25 | -15 | 16 | -1 | 102
CCOc1ccccc1C(=O)Nc1nnc(SCC(=O)N2CCOCC2)s1 | -19 | 103 | 6 | 2.0 | -14 | 11 | 24 | -6 | 99
COC(=O)c1cc(CSc2ncnc3sccc23)oc1C | -31 | 107 | -8 | -4.4 | -3 | -1 | 16 | 7 | 107
O=C(O/N=C(\c1ccccc1)c1ccncc1)c1ccccc1F | -4 | 104 | -6 | -1.9 | -19 | 1 | 9 | 4 | -8.0*
COc1ccc(S(=O)(=O)N2CCCC2C(=O)Nc2ccc(C)cc2)cc1 (stereo unspecified) | -4 | 99 | -4 | -1.0 | -24 | 1 | -3 | -3 | 98
O=C(NCc1ccccn1)Nc1ccc2c(c1)OCO2 | 3 | 100 | -5 | -0.2 | -1 | 1 | 18 | -4 | 96
O=C(CSc1nnc(COc2ccc(Cl)cc2)o1)N1CCOCC1 | -14 | 92 | -7 | -0.8 | 0 | 1 | 1 | -8 | 91
C=CCOc1ccc(Br)cc1CNCC | 4 | 103 | -5 | -1.8 | 8 | 3 | 13 | 2 | 102
COc1ccc(Oc2nc3ccccc3nc2C(F)(F)F)cc1 | -3 | 99 | -3 | 0.1 | 1 | 0 | -5 | 5 | 97
CCn1c(CNC(=O)C2CCCCC2)cc2cc(C)ccc21 | -10 | 106 | -9 | -0.3 | 5 | 4 | -8 | -1 | 108
O=C(CCC(=O)N1CCN(C2CCCC2)CC1)Nc1nnc(C(F)(F)F)s1 | 2 | 109 | -2 | 1.2 | 4 | 0 | 32 | 12 | 111
COc1ccc(OCc2cccc(C(=O)NN)c2)cc1 | -14 | 111 | -2 | -0.8 | -5 | -4 | 10 | 0 | 112
COc1ccc(C(=O)C2CCCN(S(=O)(=O)c3ccc(C(C)=O)cc3)C2)c(C)c1 (stereo unspecified) | -46 | 103 | -1 | 5.4 | 1 | -9 | 13 | 1 | 105
O=C(NCC1COc2ccccc2O1)c1cn(Cc2ccc(F)cc2)nn1 (stereo unspecified) | -9 | 101 | -1 | -3.0 | -2 | 3 | 14 | 1 | 99
Cc1ccccc1Oc1ccc(S(=O)(=O)NCCC(=O)O)cc1 | -26 | 101 | -4 | 2.8 | -18 | 14 | 11 | 1 | 99
Cc1cc(NS(=O)(=O)c2ccc(NC(=O)c3ccc(Cl)cc3[N+](=O)[O-])cc2)no1 | -5 | 100 | -3 | 0.3 | -4 | 2 | 18 | 3 | 97
COc1cc(C(=O)N2c3ccccc3CC2C)cc(OC)c1OC (stereo unspecified) | -20 | 100 | 0 | -0.8 | 29 | -3 | 7 | 21 | 102
Nn1c(COc2ccccc2F)nnc1SCC(=O)NC1CCCC1 | -3 | 104 | -5 | -1.3 | 3 | -5 | 18 | 4 | 109
Oc1ccccc1Nc1nc(NCc2ccco2)c2ccccc2n1 | 19 | 103 | -10 | 1.5 | -21 | -64 | -1 | 15 | 117
Cc1cc2oc(C(=O)NC3CCS(=O)(=O)C3)c(C)c2cc1C (stereo unspecified) | -10 | 105 | 3 | -1.6 | 3 | -4 | 13 | 11 | 106
COc1ccc(CCNC(=O)CSc2nc3ccccc3o2)cc1 | -12 | 101 | 1 | -1.3 | 9 | 1 | -1 | 4 | 104
